Screening data: PubChem, Broad Institute
Xi reactivation – activators of X-chromosome reactivation in mouse fibroblasts; XiGFP mouse fibroblasts, % GFP-positive cells imaging, 3 d; cells co-treated with 5-aza-dC sensitizer; scaled so ellipticine positive control = 100%; actives 0.055% (n = 360,000); activation, % at 7.58 µM;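 active = mean normalized replicate activation at least 10% and every replicate at or above 10%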;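 also: 0% = median of on-plate neutral control wells and 100% = ellipticine 6 µM median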
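Assay system – SV40-immortalized XiGFP fibroblast cells, line 68-5-11 · Buffer or medium – DMEM supplemented with 5-aza-dC as sensitizing agent · Dosing – one concentration, pinned · Benchmarks – positive control ellipticine, 6 µM final · Times – 3 days compound exposure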
RAD54 inh – blocks human RAD54 Holliday junction branch migration; actives 0.14% (n = 360,000); inhibition, % at 10.4 µM; FAM/BHQ fluorescence; Q92698;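 active = mean normalized replicate activity at least 40 and at least half of replicates scoring 40 or more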;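 also: 0% = median of neutral control wells and 100% = median of positive control wells; inhibitors cause a drop in the FAM fluorescence signal; in these data hits start at about 50%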
S100A4 inh HTS – S100A4-myosin IIA interaction inhibition | S100A4/TAMRA-MyoIIA peptide fluorescence polarization | AID 652163 | P26447 | actives 0.14% (n = 360,000) | inhibition, % at 10.7 µM;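 active = mean inhibition of at least 70% across replicates, with every replicate also reaching that level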
Target sequence (P26447 whole entry, looked up): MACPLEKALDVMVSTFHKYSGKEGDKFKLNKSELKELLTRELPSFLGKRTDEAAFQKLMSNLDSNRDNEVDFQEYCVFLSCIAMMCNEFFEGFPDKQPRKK
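Test system: S100A4 monomer protein. Medium: HEPES buffer with Ca2+, pH 7.2. Reagent: fluorescent myosin IIA peptide, 5 nM. Compound dosing: single-point compound testing. Timing: 5 min between mix addition and reading. Benchmarks: DMSO neutral and TFP positive wells.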
EWS-Fli inh – EWS/Fli transcriptional activity inhibition; A673 NR0B1-luciferase reporter, viability-normalised; inhibition, % at 12.6 µM; actives 0.67% (n = 350,000);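 active = mean inhibition of at least 50% after viability correction, with every replicate also passing that limit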;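 also: firefly luciferase signal divided by Alamar Blue viability fluorescence both relative to DMSO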
RAD52 anneal inh – RAD52 (human) annealing inhibition; P43351; recombinant RAD52 DNA annealing, FRET fluorescence; inhibition, % at 18.7 µM; actives 0.46% (n = 360,000);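 active = every replicate showing at least 50% inhibition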
FN deposit inh – fibronectin deposition inhibition | inhibition, % at 12.6 µM | actives 0.086% (n = 350,000) | AH1F fibroblasts, Alexa488-fibronectin deposition fluorescence, overnight;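 active = mean inhibition across replicates of 30% or more, regardless of how many single replicates reach that level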;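 also: positive control wells lacked labelled fibronectin entirely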
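Material: AH1F fibroblasts assembling fluorescent fibronectin matrix; amount: 10000 AH1F cells/well; medium: DMEM, 2% serum; reagent: Alexa488-fibronectin, 24 nM final in well; dosing: single compound dose, delivered by pin transfer; incubation: 1 h adhesion, overnight exposure; detection: fluorescence after three HBSS washes, excitation 485 nm, emission 525 nm; measure: fibronectin deposition inhibition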
E-selectin induc – induces E-selectin expression in human endothelial cells; HUVEC E-selectin immunofluorescence imaging; normalized: neutral wells 0, TNF-alpha wells 100; P16581; activation, % at 7.58 µM; actives 0.37% (n = 260,000);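 active = mean E-selectin-positive cell signal at least 10% of the positive control, reached in at least 60% of replicates, without over 20% cell loss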;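 also: in these data hits start at about 27%; measured in HUVEC primary endothelial cells; signal is the percent of cells scored E-selectin positive by PE staining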
Target sequence (P16581 whole entry, looked up): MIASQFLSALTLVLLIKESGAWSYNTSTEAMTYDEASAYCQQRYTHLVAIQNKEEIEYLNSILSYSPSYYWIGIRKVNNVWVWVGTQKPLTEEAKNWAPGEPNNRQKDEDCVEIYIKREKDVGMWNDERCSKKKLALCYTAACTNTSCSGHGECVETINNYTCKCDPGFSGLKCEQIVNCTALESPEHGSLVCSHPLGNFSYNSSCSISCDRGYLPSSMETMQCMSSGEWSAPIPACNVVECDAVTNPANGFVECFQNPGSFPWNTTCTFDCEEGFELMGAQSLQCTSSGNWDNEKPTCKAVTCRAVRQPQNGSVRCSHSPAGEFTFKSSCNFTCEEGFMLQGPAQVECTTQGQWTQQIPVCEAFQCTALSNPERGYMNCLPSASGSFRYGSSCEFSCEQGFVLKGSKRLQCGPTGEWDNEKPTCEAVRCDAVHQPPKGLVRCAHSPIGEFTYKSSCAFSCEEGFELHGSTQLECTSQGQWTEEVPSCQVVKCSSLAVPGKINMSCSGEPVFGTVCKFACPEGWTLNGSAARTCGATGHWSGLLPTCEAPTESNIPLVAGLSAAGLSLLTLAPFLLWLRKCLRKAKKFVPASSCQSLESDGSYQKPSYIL
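Assay system: HUVEC, human umbilical vein endothelial cells / Amount: 3,000 HUVEC/well / Controls: TNF-alpha positive control, DMSO neutral control / Compound dosing: single concentration / Medium: EGM-2 over gelatin coat / Evaluation: percent E-selectin-positive cells / Signal: immunofluorescence imaging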
esBAF inh – blocks esBAF chromatin remodeling in mouse ES cells | Bmi1-luciferase knock-in reporter, 24 h; 100% = twice the neutral-well signal | reporter increase, % at 12.5 µM | actives 2% (n = 350,000) | AID 602393; in the data active = activation above about 40%;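 also: 0% = median of the plate's neutral control wells and 100% = double that signal; a rise in the Bmi1 reporter signal indicates esBAF inhibition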
* = called active by the depositor; · = not tested or not shown; & = joins results of further samples.

Start of the listing, in advance (3 entries):
1: CN(C)CC(=O)N1[C@H](CO)[C@@H](c2ccc(C#CC3CCCC3)cc2)[C@@H]1C#N
2: COc1ccccc1N(C)S(=O)(=O)c1ccc(C(=O)NC2CCCCCC2)cc1
3: C=CCOc1c2ccc(C(=O)NCCc3ccc(C)cc3)cc2nn1C
entry no.	1	2	3
Xi reactivation	0.0	0.1	0.4
RAD54 inh	1	-11	6
S100A4 inh HTS	-1	4	-7
EWS-Fli inh	6	0	10
RAD52 anneal inh	10	-9	-7
FN deposit inh	0	3	16
E-selectin induc	1.0	·	0.0
esBAF inh	-4	·	4

The list itself, from the start:
1: CN(C)CC(=O)N1[C@H](CO)[C@@H](c2ccc(C#CC3CCCC3)cc2)[C@@H]1C#N
2: COc1ccccc1N(C)S(=O)(=O)c1ccc(C(=O)NC2CCCCCC2)cc1
3: C=CCOc1c2ccc(C(=O)NCCc3ccc(C)cc3)cc2nn1C
4: O=C(Cc1ccc(Br)cc1)NC1CCCc2ccccc21 (stereo not given)
5: CCOc1ccc(C2Oc3nc(SC)nnc3-c3ccccc3N2C(C)=O)cc1OC (stereo not given)
6: C[C@@H]1CN([C@@H](C)CO)C(=O)c2cc(NC(=O)CCC(F)(F)F)ccc2O[C@@H]1CN(C)Cc1ccc(C(=O)O)cc1
7: Nc1nc(Cl)cc(=O)n1Cc1ccc(Cl)cc1
8: COc1ccc(C(O)c2ncc(-c3cccc(C(F)(F)F)c3)[nH]2)cc1 (stereo not given)
9: CCCCC[C@@H](C)N1C[C@@H](COCc2ccccc2)Oc2cc(N3CC[C@@H](N(C)C)C3)ccc2S1(=O)=O
10: Nc1ncnc2c1ncn2[C@@H]1O[C@H](C(=O)N[C@@H](CCc2ccccc2)C(=O)N2CCN(CC(=O)N3CCCC3)CC2)[C@@H](O)[C@H]1O
entry no.	1	2	3	4	5	6	7	8	9	10
Xi reactivation	0.0	0.1	0.4	0.1	0.2	-1.2	0.3	0.1	0.1	0.1
RAD54 inh	1	-11	6	2	10	1	·	5	·	·
S100A4 inh HTS	-1	4	-7	-6	8	14	0	-5	-11	-10
EWS-Fli inh	6	0	10	7	-1	-6	7	2	19	-5
RAD52 anneal inh	10	-9	-7	-18	-8	-5	-9	-29	15	2
FN deposit inh	0	3	16	0	3	·	-3	1	·	-9
E-selectin induc	1.0	·	0.0	·	1.1	·	·	0.0	0.3	-0.2
esBAF inh	-4	·	4	5	6	9	·	5	·	·

11: C[C@H]1CCCCO[C@H](CN(C)S(=O)(=O)c2ccc(F)cc2)[C@@H](C)CN([C@@H](C)CO)C(=O)c2cc(NS(=O)(=O)c3ccc(Cl)cc3)ccc2O1
12: O=C(COC(=O)COc1ccc(Nc2ccccc2)cc1)NCc1ccco1
13: CC(C[N+](C)(C)C)OC(=O)C1(c2ccccc2)CCCC1 (stereo not given)
14: COc1cc2c(cc1OC)CN(C(=O)c1cccc([N+](=O)[O-])c1)CC2
15: Cc1cc(C)c(NC(=O)CN2CCCCCC2)c(C)c1
16: C[C@@H]1CN([C@H](C)CO)C(=O)Cc2cc(NC(=O)Cc3cn(C)c4ccccc34)ccc2O[C@H]1CN(C)C(=O)Nc1cccc2ccccc12
17: COc1ccc(Br)cc1S(=O)(=O)Nc1ccc(Cl)cn1
18: COc1ccccc1-c1cn(-c2ccccc2)c(=S)[nH]1
19: C=CCn1c(=S)[nH]c2sccc2c1=O
20: COc1cc2c(cc1OC)C(=S)NC(C)(C)C2
entry no.	11	12	13	14	15	16	17	18	19	20
Xi reactivation	0.0	·	0.0	-0.1	0.1	-1.0	0.0	0.0	5.0	·
RAD54 inh	3	-8	·	5	5	-9	16	0	·	7
S100A4 inh HTS	-13	4	1	-2	1	4	-18	4	-5	-4
EWS-Fli inh	7	·	5	-21	-47	5	7	-27	12	4
RAD52 anneal inh	20	-2	-6	-2	-17	-22	-8	-8	-25	-27
FN deposit inh	-4	·	-1	2	20	9	-2	9	12	9
E-selectin induc	0.1	·	22	·	·	0.0	0.5	1.6	·	·
esBAF inh	2	-5	·	-8	14	3	2	-5	·	-7

21: C[C@@H]1CN([C@H](C)CO)C(=O)c2cc(NC(=O)Nc3cccc4ccccc34)ccc2O[C@@H]1CN(C)S(=O)(=O)c1ccc(Cl)cc1
22: C[C@@H]1CN([C@@H](C)CO)C(=O)c2cc(NC(=O)Cc3cn(C)c4ccccc34)ccc2O[C@H]1CN(C)C(=O)Nc1cccc2ccccc12
23: O=C(CNCc1ccc(F)cc1)Nc1ccc(C(=O)N2CCCCC2)cc1
24: CO[C@H]1CN(C)C(=O)c2cc(NC(=O)C3CC3)ccc2OC[C@H](C)N(C(=O)C2CCOCC2)C[C@@H]1C
25: CC(=O)N1[C@H](CO)[C@H](c2ccccc2)C12CN(S(=O)(=O)c1ccccc1)C2
26: OC[C@@H]1CN(CCN2CCOCC2)C[C@H](n2cnc3c(NC4CCCC4)ncnc32)O1
27: CS(=O)(=O)Nc1nnc(CCc2ccccc2)s1
28: Cc1ccccc1Nc1nc(N)nc(COC(=O)c2cccc(S(=O)(=O)N(C)C)c2)n1
29: COc1ccc(NC(=O)N(C)C[C@@H]2Oc3ccc(NC(=O)CCC(F)(F)F)cc3CC(=O)N([C@H](C)CO)C[C@H]2C)cc1
30: CCc1ccc(-c2cn3c(n2)SCC3)cc1
entry no.	21	22	23	24	25	26	27	28	29	30
Xi reactivation	0.0	0.0	0.0	0.3	0.2	0.2	0.2	0.2	0.1	0.0
RAD54 inh	9	-2	16	-4	·	-11	-6	14	5	-1
S100A4 inh HTS	-35	1	4	1	-14	8	-1	-2	-7	9
EWS-Fli inh	14	2	-6	-6	·	1	7	1	0	-91
RAD52 anneal inh	-20	1	-15	0	-2	-4	-5	-7	-3	-5
FN deposit inh	·	·	-5	5	-1	10	-7	0	4	6
E-selectin induc	11	·	·	0.2	-0.1	-0.1	·	-0.4	-0.1	·
esBAF inh	4	5	-3	1	·	2	-6	·	0	29

31: Cc1cc2[nH]c(=O)c(=O)[nH]c2cc1S(=O)(=O)Nc1cccc(F)c1
32: O=C(Nc1ccccc1)c1cc(C2CCCCN2C(=O)CCCc2ccccc2)on1 (stereo not given)
33: Cc1cc(C)n(CCNC(=O)CC2C(=O)NCCN2Cc2ccc(C)o2)n1 (stereo not given)
34: Cc1cccc(NC(=O)COC(=O)c2nn(-c3ccccc3C(F)(F)F)cc2O)c1C
35: O=S(=O)(O)c1cccc2c(N=Nc3ccc(O)c4ncccc34)cccc12
36: Cc1ccc(C(=O)N2CCN(Cc3ccc4c(c3)OCO4)CC2)cc1[N+](=O)[O-]
37: Cc1cc(NCCc2c[nH]c3ccccc23)ccc1Oc1cccnc1
38: CC(C)Sc1nnc(SCC(=O)NCCCN2CCCC2=O)s1
39: COc1ccc2cc(S(=O)(=O)NCc3cccnc3)ccc2c1
40: CCCN(CC1CC1)c1cc2c(c3c1ccn3C)C1CCC2O1 (stereo not given)
entry no.	31	32	33	34	35	36	37	38	39	40
Xi reactivation	0.0	0.1	0.2	0.2	·	0.0	0.3	0.0	·	·
RAD54 inh	5	6	·	5	5	·	·	5	4	0
S100A4 inh HTS	4	8	5	10	6	-2	-18	-3	3	-11
EWS-Fli inh	3	4	16	6	·	13	31	9	23	-19
RAD52 anneal inh	-3	-11	-16	-14	-2	-26	10	-7	-13	-3
FN deposit inh	1	6	3	3	·	-1	-10	-6	-9	-12
E-selectin induc	·	-0.4	·	·	·	0.1	0.5	-0.5	·	-1.1
esBAF inh	3	6	·	-5	-7	-6	·	2	5	-8

Entries by screen from above.
S100A4 inh HTS for entries 35–40: 6, -2, -18, -3, 3, -11
RAD52 anneal inh for entries 35–40: -2, -26, 10, -7, -13, -3
E-selectin induc for entries 35–40: ·, 0.1, 0.5, -0.5, ·, -1.1

Next structures follow.
41: N#CCC(=O)N/N=C/c1cc(Br)ccc1OCc1cccc2ccccc12
42: Cn1nc([N+](=O)[O-])nc1Sc1nnnn1-c1cccc(C(=O)O)c1
43: COc1ccc(OC)c2sc(NC(=O)c3ccc(Br)s3)nc12
44: O=C(C[C@H]1C[C@@H]2c3cc(NC(=O)C4CCC4)ccc3O[C@@H]2[C@H](CO)O1)NC1CCCCC1
45: Cc1ccc(OCC(=O)N[C@@H](C)c2nnc3ccccn23)cc1C
46: Cc1csc2nc(O)c(C(=O)NC3CCCCC3C)c(=O)n12 (stereo not given)
47: CC(C)NC(=O)N1CCCCN2[C@H](C1)[C@@H](c1ccc(C#Cc3ccccc3F)cc1)[C@@H]2CO
48: CC1CC(C)(C)CC2(C1)NC(=O)N(CC(=O)Nc1ccc3[nH]c(=O)[nH]c3c1)C2=O (stereo not given)
49: CC(C)(C)OC(=O)NNC(=O)Nc1ccccc1C(F)(F)F
50: COc1ccc(CC(=O)NCCC(C)C)cc1S(=O)(=O)N1CCOCC1
51: CCOc1ccc(-n2cc(-c3ccccc3)c3c(=O)[nH]cnc32)cc1
52: CCN(CC(=O)Nc1ccccc1OC)C(=O)c1ccc(N(C)S(=O)(=O)c2ccc(C)cc2)cc1
entry no.	41	42	43	44	45	46	47	48	49	50	51	52
Xi reactivation	0.2	4.5	0.2	0.0&-0.1	0.0	0.4	0.1	-0.1	0.1	-0.1	0.0	-0.2
RAD54 inh	-1	-3	2	-1	0	6	0	-4	·	1	6	7
S100A4 inh HTS	-5	0	-1	-8&7	-2	-2	-7	0	-3	1	-23	-6
EWS-Fli inh	2	0	-9	-2	·	-12	3	-10	1	4	2	11
RAD52 anneal inh	-15	0	-12	-4&3	-13	-8	3	-4	-8	-12	-10	1
FN deposit inh	9	-1	2	-5&3	-8	-1	·	-3	-3	-4	0	·
E-selectin induc	·	3.9	0.1	1.0&-0.5	·	·	0.1	·	·	1.5	-5.2	0.1
esBAF inh	13	-5	15	6	-8	4	-3	-2	·	6	3	·

Fetched by structure from the list above (4):
46: Cc1csc2nc(O)c(C(=O)NC3CCCCC3C)c(=O)n12 (stereo not given)
49: CC(C)(C)OC(=O)NNC(=O)Nc1ccccc1C(F)(F)F
45: Cc1ccc(OCC(=O)N[C@@H](C)c2nnc3ccccn23)cc1C
52: CCN(CC(=O)Nc1ccccc1OC)C(=O)c1ccc(N(C)S(=O)(=O)c2ccc(C)cc2)cc1
entry no.	46	49	45	52
Xi reactivation	0.4	0.1	0.0	-0.2
RAD54 inh	6	·	0	7
S100A4 inh HTS	-2	-3	-2	-6
EWS-Fli inh	-12	1	·	11
RAD52 anneal inh	-8	-8	-13	1
FN deposit inh	-1	-3	-8	·
E-selectin induc	·	·	·	0.1
esBAF inh	4	·	-8	·
